Assay outcomes: PubChem, several laboratories
RT RNaseH block: blocks HIV-1 RNase H cleavage of RNA/DNA duplex. RT-RNase H RNA/DNA duplex cleavage, fluorescence. P04585. inhibition, % at 10 µM. 65,000 compounds, 1.9% hits; in the data active = inhibition above about 50%
RmlCD inh mix: mixture blocks RmlC and RmlD coupled enzyme activity; RmlC/RmlD coupled enzyme inhibition, 384-well mixture HTS; inhibition, % at 5.5 µM; 110,000 compounds, 0.39% hits; AID 1532; in the data active = inhibition above about 30%, passing the limit was not always enough; note: strong numbers were not always called active
Active calls of the source: *; . = no result given. This is a subset. The share of hits here may be higher or lower than overall.

structure | RT RNaseH block | RmlCD inh mix
Cc1ccc(-c2cc(C(=O)NCc3cccs3)no2)cc1 | -2.9 | 11.1
O=C(COC(=O)CCC(=O)c1ccc(Cl)cc1)NCC1CCCO1 (stereo unspecified) | -4.8 | .
CCCC(=O)Nc1ccc(Br)cn1 | . | 7.3
O=C(Nc1ccc(Br)cc1)c1ccco1 | . | -35.6
Cc1ccc(-c2nc(CSCC(=O)N3CCN(C(=O)c4ccco4)CC3)c(C)o2)cc1 | 10.3 | -12.8
Cc1ccc(NC(=O)Cn2cccc2)c(C)c1 | . | -1.8
O=C(NCc1ccncc1)c1cccc(F)c1 | -14.7 | 10.2
CCCOc1ccc(CC(CC(=O)O)(C(=O)O)C(=O)O)cc1 | -7.9 | -9.0
Cc1ccc(S(=O)(=O)N2CCN(C(=O)CSc3nc4ccccc4c(=O)[nH]3)CC2)c(C)c1 | -5.2 | -12.8
O=C(O)CSC1=NCCN1 | -0.3 | .
CC(C)(C)NC(=O)CSc1nnc(Cc2ccc3c(c2)OCO3)n1C1CCCCC1 | 1.2 | -8.4
CCC(=O)Nc1cc(-c2nnc(OC)c3ccccc23)ccc1N1CCOCC1 | 0.9 | -10.1
CC(C)(C)OC(=O)N1CC=C2C(C#N)=C(N)C(C#N)(C#N)[C@H](c3cccnc3)[C@H]2C1 | 8.4 | 7.9
COc1ccccc1C(=O)NC1CCCCCCC1 | . | 87.8
CCCCSc1nc(SCC(=O)NCc2ccco2)c2c3c(sc2n1)COC(C)(CC)C3 (stereo unspecified) | . | 10.4
CCOc1ccc(C2C(C#N)=C(N)SC(N)=C2C#N)c(OCC)c1 | 72.0* | 3.7
C=CCN1CCN(Cc2cnc(Cl)s2)CC1 | . | -156.7
CC(Sc1nc(-c2ccccc2)cc(C(F)(F)F)n1)C(=O)N1CCOCC1 (stereo unspecified) | . | -10.8
COCCNC(=O)C(c1ccco1)N(C(=O)Cn1nnc2ccccc21)c1cc(C)ccc1C (stereo unspecified) | 3.2 | -0.6
COCCOC(=O)C1=C(C)N(Cc2ccccc2)C(=O)NC1c1cccc(OC)c1OC (stereo unspecified) | -4.6 | -0.3
COC(=O)[C@H](Cc1ccccc1)NC(=O)[C@@H]1C[C@H]1[C@@H](NC(=O)OCc1ccccc1)c1ccccc1 | . | 4.0
CCN(CC)CCCN1C=C2C(=O)C(C)(OC(=O)CCC(=O)OC)C(=O)C=C2C=C1C1CC1 (stereo unspecified) | . | -16.1
O=C(NNC(=O)C(c1ccccc1)c1ccccc1)c1cccs1 | . | 2.4
CCOC(=O)COn1c(-c2cccc(Cl)c2)nc2ccc([N+](=O)[O-])cc21 | . | 3.1
CN1C(=O)C(=Cc2ccccc2Oc2ccc(Cl)cc2)C(=O)N(C)C1=O | . | 6.6
COC(=O)c1cc(OC)c(OC)cc1NC(=O)c1c(-c2ccccc2)noc1C | -14.3 | -9.4
CC(NC(=O)C12CC3CC(C1)CC(n1cncn1)(C3)C2)C12CC3CC(CC(C3)C1)C2 (stereo unspecified) | . | 8.0
Cc1cc(Nc2ccccc2)c2c([N+](=O)[O-])c(C)cc(C)c2n1 | . | -3.5
CCNc1nc(NC(C)C)nc(OCC)n1 | . | 1.4
CC1(C)Cc2ccccc2C(c2cc3ccccc3oc2=O)=N1 | . | 12.6
OCCCn1c(-c2ccccc2)n[nH]c1=S | . | -12.3
CN1C(=O)c2ccccc2C(C(=O)O)C1c1cn(C)c2ccccc12 (stereo unspecified) | 1.8 | -11.0
Cc1ccc(/C=N/NC(=O)CSc2nc3ccccc3n2C)s1 | . | 9.2
COc1cccc(-c2nnc(NC(C)=O)o2)c1 | -2.2 | 1.0
COc1cccc(O[C@@H]2O[C@@H]3COC(C)(C)O[C@H]3[C@H](O)[C@H]2NC(C)=O)c1 | . | -9.4
C/C=C/c1ccc(OCCCn2cncn2)c(OC)c1 | -10.8 | .
Cn1c(CS(=O)Cc2c(Cl)cccc2Cl)nnc1SCc1c(Cl)cccc1Cl (stereo unspecified) | . | -34.0
CC1=C(C(=O)OC2CCCC2)C(c2ccc(C)o2)C2=C(CC(c3cccs3)CC2=O)N1 (stereo unspecified) | 2.4 | -8.9
O=c1[nH]c(CO)nc2c1oc1ccccc12 | . | 3.9
Cn1nnnc1SCC(=O)Nc1ccccc1[N+](=O)[O-] | . | -15.5
COC(=O)C1=C(C)NC(C)=C(C(=O)OC)C1C(=O)OCCN1C(=O)c2ccccc2C1=O | -3.0 | 13.2
Cc1cc(NC(=O)Nc2cccc(C(F)(F)F)c2)no1 | -6.1 | -10.9
O=C(Nc1cccc(C(F)(F)F)c1)C1CCCCC1 | . | -7.2
CCNC(=O)NC(=O)C(C)Oc1ccc(C(=O)OC)cc1 (stereo unspecified) | -10.2 | -9.4
CC1=N/C(=C/c2ccc([N+](=O)[O-])cc2)C(=O)N1c1ccc(Cl)cc1Cl | . | -10.4
Cc1cc(C)cc(N(CC(=O)N2CCOCC2)S(=O)(=O)c2ccccc2)c1 | . | -13.6
CCN(CC)c1cc(C)c2cc(NC(=O)c3ccc(Br)o3)ccc2n1 | . | -8.2
CCN(CC)S(=O)(=O)c1ccc2c(c1)c(=O)c(C(=O)N1CCOCC1)cn2C | -7.7 | 8.9
COc1ccc(CN(C(=O)c2ccco2)c2ccc(C)cc2)cc1OC | -19.2 | 6.7
CCS(=O)(=O)N1CCCC(C(=O)NCCN(C)Cc2ccccc2)C1 (stereo unspecified) | -1.9 | -7.3

Of the compounds above, two contain a cyano group:
structure | RT RNaseH block | RmlCD inh mix
CC(C)(C)OC(=O)N1CC=C2C(C#N)=C(N)C(C#N)(C#N)[C@H](c3cccnc3)[C@H]2C1 | 8.4 | 7.9
CCOc1ccc(C2C(C#N)=C(N)SC(N)=C2C#N)c(OCC)c1 | 72.0* | 3.7

Additional compounds.
structure | RT RNaseH block | RmlCD inh mix
CCC12CN3CC(CC)(CN(C1)C3c1ccccc1Cl)C2O (stereo unspecified) | -7.5 | -11.4
CCOC(=O)CN(C(=O)CSc1nnc(-c2ccc(OC)c(OC)c2)o1)c1ccc(F)cc1 | -1.7 | 9.2
CC1CN(C(=O)c2c([N+](=O)[O-])cnn2C)CC(C)O1 (stereo unspecified) | . | -9.1
COC(=O)C1=C(c2ccccc2)C[C@@H]2CC[C@H]1N2C(=O)NCCCOC(C)C | . | 2.5
COc1cc2c(cc1OC)C(C(=O)NCC1COc3ccccc3O1)C(c1cccnc1)N(C)C2=O (stereo unspecified) | -3.7 | 8.1
CCC(C)N1C(=O)S/C(=C/c2ccc(Sc3nc4ccccc4[nH]3)o2)C1=O (stereo unspecified) | . | -8.2
Clc1ccc(-n2nnnc2CN2CCOCC2)cc1 | . | -10.5
CCOC(=O)c1ccc(N2C(=O)CC(N3CC=C(c4ccc(F)cc4)CC3)C2=O)cc1 (stereo unspecified) | 25.9 | -10.7
C/C(=N\NC(=O)c1csc(C)c1C)c1ccc(Cl)s1 | . | 8.7
COc1ccc(/C=N/OCc2nc3c4c(ncn3n2)Oc2ccc3ccccc3c2C4c2ccccc2)cc1 (stereo unspecified) | . | -0.5
Cc1ccc2nc(-c3ccncc3)cc(-c3ccccc3)c2c1 | . | -15.5
Cc1cc(C)n(Cc2ccccc2F)c(=O)c1C#N | -20.7 | .
COc1ccccc1N1CCN(S(=O)(=O)/C=C/c2ccccc2)CC1 | . | 9.8
CCCn1c2ccccc2c2nnc(SC(CC)C(=O)Nc3sc4c(c3C#N)CCCC4)nc21 (stereo unspecified) | . | -12.1
COc1ccc(CCNC(=O)c2[nH]c(C)c(C(C)=O)c2C)cc1 | . | -13.4
Cc1ccc(CCN2CC(C(=O)NCCN3CCCCCC3)CC2=O)cc1 (stereo unspecified) | -10.2 | 1.0
O=C(COC(=O)C1=COCCO1)NCCCc1ccccc1 | -0.2 | -14.1
Cc1nc2ccccc2n1CC(=O)NCc1ccccc1 | -8.0 | 10.7
CCc1cccc(NC(=O)NC2CCCCC2)c1 | 0.5 | 31.0
Cc1cc(C(=O)CSc2nnc(-c3ccccc3)o2)c(C)n1CC1COc2ccccc2O1 (stereo unspecified) | . | 5.7
O=S(=O)(Cc1ccccc1)N1CCCCCC1 | -14.0 | -9.3
COc1ccc(-c2nc(C#N)c(NCc3ccccc3Cl)o2)cc1OC | 21.1 | -24.7
CCN1CC2CCCC3(C1)C(=O)NC1(CCCCC1)N=C23 (stereo unspecified) | 11.0 | -8.0
CCCSc1nnc(-c2cccc(S(=O)(=O)N(C)C)c2)n1-c1cc(OC)ccc1OC | -17.7 | -5.3
CN(C)S(=O)(=O)Oc1ccsc1C(=O)Nc1ccc(Cl)cc1 | . | 4.4

No new results follow: entries from further up.
structure | RT RNaseH block | RmlCD inh mix
CCCSc1nnc(-c2cccc(S(=O)(=O)N(C)C)c2)n1-c1cc(OC)ccc1OC | -17.7 | -5.3
CN(C)S(=O)(=O)Oc1ccsc1C(=O)Nc1ccc(Cl)cc1 | . | 4.4

Compound profiles, as listed above.
Record of `COc1ccc(/C=N/OCc2nc3c4c(ncn3n2)Oc2ccc3ccccc3c2C4c2ccccc2)cc1` (stereo unspecified) = RT RNaseH block = .; RmlCD inh mix = -0.5
Record of `Cc1cc(C(=O)CSc2nnc(-c3ccccc3)o2)c(C)n1CC1COc2ccccc2O1` (stereo unspecified) = RT RNaseH block = .; RmlCD inh mix = 5.7
Record of `CCN1CC2CCCC3(C1)C(=O)NC1(CCCCC1)N=C23` (stereo unspecified) = RT RNaseH block = 11.0; RmlCD inh mix = -8.0

More structures.
structure | RT RNaseH block | RmlCD inh mix
N/C(=N\OC(=O)c1ccc2c(c1)OCO2)c1ccc(Cl)cc1 | . | 4.9
Nc1nnc(C(=O)c2ccccc2N)s1 | -5.6 | 7.0
COc1cccc(NC(=O)CCN2CCN(c3ccccc3F)CC2)c1 | -2.2 | 6.3
CCOC(=O)CCCNC(=O)CCNC(=O)c1ccc(OC)cc1 | -7.9 | -7.0
O=c1c(F)cn(C2CCCO2)c(=O)n1Cc1ccccc1F (stereo unspecified) | -9.5 | -12.6
O=C(C1CCCCC1)N1CCN(S(=O)(=O)c2ccc(Br)cc2)CC1 | -15.2 | -10.5
CCOC(=O)c1cc(CC)sc1NC(=O)c1cc(OCC)c(OCC)c(OCC)c1 | . | -81.5
CCc1ccc(NC(=O)CSc2nnc(Cc3cccn3C)n2-c2ccc(OC)cc2)cc1 | -9.4 | -9.4
CCOC(=O)C(=O)Nc1ccc(S(=O)(=O)N2CCOCC2)cc1OC | . | -9.7
CCOCc1nnc(NC(=O)COC)s1 | -14.3 | -11.3
Cc1nc(C)c(C(=O)Nc2ccc(C)c(F)c2)o1 | 31.9 | 3.6
COc1ccc(C(=O)C(C)(C)NO)cc1 | -1.5 | 4.9
COc1ccc(OCCOCC(O)CN2CCOCC2)cc1 (stereo unspecified) | -1.3 | 7.5
CN(C)/C=C1\C(=O)Nc2ccccc21 | . | -32.3
CC(=O)C1=C(C)N(Cc2ccccc2)C(=O)N[C@H]1CCc1ccccc1 | . | -17.3
CC1CN(c2cc(-c3ccccc3)c3ccccc3n2)CC(C)O1 (stereo unspecified) | . | -3.1
CCN1C(=O)/C(=C2/C=Cc3ccccc3N2C)OC1=S | . | -11.2
COc1ccc(CN(C)C2CCCCC2)cc1 | 3.7 | 7.6
O=C(Nc1ccccc1C(=O)Nc1ccc2c(c1)OCO2)c1ccco1 | . | -2.3
CCO/C(C)=C1\N=C(c2ccc(Cl)cc2)OC1=O | . | 31.5
CCOC(=O)N1CCC(NC(=O)c2ccc(OC)c(CN3CC(=O)N4CCCC4C3=O)c2)CC1 (stereo unspecified) | 3.0 | -17.3
Cn1c(SCC(=O)Nc2ccc(N3CCOCC3)cc2)nnc1-c1ccccc1 | -6.0 | 19.5
Cc1ccc2cc(CCNS(=O)(=O)c3ccc(F)cc3)c(=O)[nH]c2c1 | -68.5 | -5.2
CCC1=C(OC(=O)N(CC)CC)N2C(=O)OC(=NCCc3c[nH]c4ccccc34)[C@]2(C)[C@H]2C1=CC[C@H]1C(=O)N(C)C(=O)[C@H]12 | . | -13.5
O=C(COC(=O)c1ccccn1)Nc1cc(Cl)ccc1Cl | -16.5 | -2.0
CC(=O)N1C(=O)N(C)C2C1N(C(C)=O)C(=O)N2C (stereo unspecified) | -1.9 | -9.5
CN(C)/C=C/C(=O)c1nnn(C2CCCCC2)c1NC1CCCCC1 | -5.0 | -10.7
CCN(CC)S(=O)(=O)c1cccc(C(=O)Nc2nncs2)c1 | -14.4 | 5.4
CCCCCCSC1=C(C#N)C(c2ccc(C)o2)CC(=O)N1 (stereo unspecified) | -23.2 | 10.5
COc1ccc(CNC(=O)c2sc(=S)n(-c3ccc(OC)cc3)c2N)cc1 | . | 8.7
O=C(NC1CC2CCC(C1)N2C(=O)NC1CCCCC1)NC12CC3CC(CC(C3)C1)C2 (stereo unspecified) | 1.7 | 10.0
O=C(COc1ccc(-c2nnco2)cc1)NC1CCCc2ccccc21 (stereo unspecified) | -15.9 | 1.8
CCOCCCNC(=O)c1ccc(CS(=O)(=O)Cc2ccc(C)cc2)o1 | -22.4 | -6.6
CCOC(=O)Cn1nc(C)n(-c2ccccc2)c1=O | . | 6.3
CC(C)(C)C(=O)Oc1cc(N)n(S(=O)(=O)c2ccc(F)cc2)n1 | -20.2 | -4.5
Cc1cc(C)nc(SCCS(=O)(=O)Cc2ccccc2)n1 | -27.6 | 2.2
O=C(NCc1cccs1)C1CCN(C(=O)NCc2ccccc2)CC1 | . | -0.6
CCc1nnc(NC(=O)c2ccc(OC)cc2OC)s1 | -10.8 | -3.6
O=C(NCCO)c1cc2ccccc2c(=O)s1 | -20.5 | 5.1
